Screening results as filed in PubChem BioAssay.
BAZ2B inh – qHTS Assay for Inhibitors of BAZ2B | Bromodomain adjacent to zinc finger domain protein 2B (Homo sapiens), Q9UIF8 | AlphaScreen BAZ2B-H3K14Ac peptide displacement | Potency, µM (series often up to 114 µM), inactives show at the highest dose activity change, negative = inhibition, usual class: inhibitors | 360,000 compounds, 4.4% hits; further: potency means the concentration at half of the fitted maximal effect; on the % scale 0 is the no-effect control and ±100 the full control effect; nearly all actives have a fitted effect of over 60% in size
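AlphaScreen luminescence quantifies BAZ2B engagement of H3K14Ac peptide; the protein and biotinylated peptide are both at 50 nM final, buffer PBS pH 7.4 with 0.01% Tween-20, all steps at room temperature.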
GLS inhibitor – qHTS for Inhibitors of Glutaminase (GLS). Glutaminase kidney isoform, mitochondrial (Homo sapiens), O94925. AID 624170, 2012. Potency, µM (titrated, usually from 45.5 µM), for the others: at the highest dose activity change, negative = inhibition, most hits filed as inhibitors. GLS enzymatic activity, qHTS titration. 410,000 compounds, 0.21% hits; further: potency means the concentration at half of the fitted maximal effect; on the % scale 0 is the no-effect control and ±100 the full control effect
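Assay buffer: 45 mM KH2PO4 pH 8.2, 0.02% Tween-20. hKGA acts on L-glutamine (1 mM solution added); product glutamate is reported by an oxidase/peroxidase Amplex Red coupling, with fluorescence taken at baseline and 30 min.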
Pin1 inh – qHTS Assay to Find Inhibitors of Pin1 | Peptidyl-prolyl cis-trans isomerase NIMA-interacting 1 (Homo sapiens), Q13526 | Pin1 FP peptide displacement, HiFluor488, 10 min | Potency, µM (top dose mostly 115 µM), without a hit: at the top dose activity, negative = inhibition, hits mostly inhibitors | 390,000 compounds, 0.009% hits | AID 504891, 2011; active means well fitted inhibition curve with a large enough effect in the polarisation, with a control signal flat, not every such curve was filed as active; inconclusive means small, poorly fitted or top-dose-only effect, or effect the other way, or a change in a side signal; inactive means no such curve, though single readings can be large or run the other way; the % refers to the polarisation; further: potency means the concentration at half of the fitted maximal effect; on the % scale 0 is the no-effect control and ±100 the full control effect
G9a block – qHTS Assay for Inhibitors of Histone Lysine Methyltransferase G9a. 350,000 compounds, 8.8% hits. Potency, µM (top dose mostly 102 µM), inactives show at the top dose activity, negative = inhibition, hits mostly inhibitors. G9a H3K9 monomethylation, AlphaScreen, 2 h. Histone-lysine N-methyltransferase EHMT2 (Homo sapiens), Q96KQ7; further: potency means the concentration at half of the fitted maximal effect; on the % scale 0 is the no-effect control and ±100 the full control effect; nearly all actives have a fitted effect of over 75% in size
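Compounds were preincubated with 20 nM G9a for 15 min, after which biotinylated H3K9 peptide (500 nM) and SAM (20 uM) started a 2 h room-temperature reaction. Monomethylated product was quantified by antibody-based AlphaScreen chemiluminescence.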
ERG-DNA inh – qHTS for Small Molecule Inhibitors of the ERG Ets/DNA interaction | Transcriptional regulator ERG (Homo sapiens), P11308 | fluorescence polarization, His-ERG Ets domain / labelled DNA | Potency, µM (top dose mostly 76.9 µM), for inactives: top-dose FP activity, negative = inhibition, hits mostly inhibitors | 370,000 compounds, 0.028% hits | AID 624246, 2012; active means well fitted inhibition curve with a large enough effect in the polarisation, with a control signal flat; inconclusive means small, poorly fitted or top-dose-only effect, or effect the other way, or a change in a side signal; inactive means no such curve, though single readings can be large or run the other way; the % refers to the polarisation;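 further: polarization taken with two DNA probes labelled with fluorescein and Texas red; potency means the concentration at half of the fitted maximal effect; % of control where 0% means no effect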
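His-tagged ERG Ets domain (1 uM in the protein solution; 300mM KCl, 50mM Tris-HCl, 1mM EDTA, 1mM DTT, pH 7.5) received compound, then a probe mix of 5 nM fluorescein-DNA and 100nM Texas-615-DNA. Fluorescence polarization was read for both dyes.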
Tb PGK inh – qHTS Assay to Find Inhibitors of Phosphoglycerate Kinase; Phosphoglycerate kinase, glycosomal (Trypanosoma brucei brucei), P07378; PGK/GAPDH coupled, Kinase-Glo luminescence, 60 min; Potency, µM (highest dose often 57.5 µM), without a hit: top-dose activity change, negative = inhibition, hits mostly inhibitors; 380,000 compounds, 0.043% hits; further: potency means the concentration at half of the fitted maximal effect; on the % scale 0 is the no-effect control and ±100 the full control effect; nearly all actives have a fitted effect of over 60% in size
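Luminescent ATP detection (Kinase-Glo Plus) follows a 60-minute room-temperature incubation, with wells lacking PGK as controls. Buffer: 100 mM TEA (pH 7.6), 5 mM MgCl2, 0.01% Tween-20. Coupling enzyme GAPDH (100 nM final) supplies unstable 1,3-BPG in-well.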
HP1b chromo inh – HTS for Inhibitors of HP1-beta Chromodomain Interactions with Methylated Histone Tails. Chromobox protein homolog 1 (Homo sapiens), P83916. AlphaScreen HP1-beta / biotin-H3K9me3 peptide binding. Potency, µM (top dose mostly 114 µM), without a hit: at the top dose activity change, negative = inhibition, most hits filed as inhibitors. 390,000 compounds, 0.56% hits; further: potency means the concentration at half of the fitted maximal effect; nearly all actives have a fitted effect of over 70% in size; inactives centre near 23
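AlphaScreen: HP1-beta (50 nM) preformed 30 min with biotin-H3(1-18)K9me3 peptide (50 nM) in PBS pH 7.4, 0.01% Tween-20. Compound added for 30 min at RT, then streptavidin donor/nickel chelate acceptor beads (10 ug/mL) for 30 min.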
JMJD2A Tudor – qHTS Assay for Inhibitors of JMJD2A-Tudor Domain; AlphaScreen JMJD2A-Tudor / H3K4me3 peptide binding; Lysine-specific demethylase 4A (Homo sapiens), O75164; AID 504339, 2011; Potency, µM (top dose mostly 114 µM), inactives show at the top dose activity change, negative = inhibition, most hits filed as inhibitors; 390,000 compounds, 4.4% hits; further: potency means the concentration at half of the fitted maximal effect; on the % scale 0 is the no-effect control and ±100 the full control effect; nearly all actives have a fitted effect of over 50% in size
Target sequence (O75164 whole entry, looked up, the tested form may be a part): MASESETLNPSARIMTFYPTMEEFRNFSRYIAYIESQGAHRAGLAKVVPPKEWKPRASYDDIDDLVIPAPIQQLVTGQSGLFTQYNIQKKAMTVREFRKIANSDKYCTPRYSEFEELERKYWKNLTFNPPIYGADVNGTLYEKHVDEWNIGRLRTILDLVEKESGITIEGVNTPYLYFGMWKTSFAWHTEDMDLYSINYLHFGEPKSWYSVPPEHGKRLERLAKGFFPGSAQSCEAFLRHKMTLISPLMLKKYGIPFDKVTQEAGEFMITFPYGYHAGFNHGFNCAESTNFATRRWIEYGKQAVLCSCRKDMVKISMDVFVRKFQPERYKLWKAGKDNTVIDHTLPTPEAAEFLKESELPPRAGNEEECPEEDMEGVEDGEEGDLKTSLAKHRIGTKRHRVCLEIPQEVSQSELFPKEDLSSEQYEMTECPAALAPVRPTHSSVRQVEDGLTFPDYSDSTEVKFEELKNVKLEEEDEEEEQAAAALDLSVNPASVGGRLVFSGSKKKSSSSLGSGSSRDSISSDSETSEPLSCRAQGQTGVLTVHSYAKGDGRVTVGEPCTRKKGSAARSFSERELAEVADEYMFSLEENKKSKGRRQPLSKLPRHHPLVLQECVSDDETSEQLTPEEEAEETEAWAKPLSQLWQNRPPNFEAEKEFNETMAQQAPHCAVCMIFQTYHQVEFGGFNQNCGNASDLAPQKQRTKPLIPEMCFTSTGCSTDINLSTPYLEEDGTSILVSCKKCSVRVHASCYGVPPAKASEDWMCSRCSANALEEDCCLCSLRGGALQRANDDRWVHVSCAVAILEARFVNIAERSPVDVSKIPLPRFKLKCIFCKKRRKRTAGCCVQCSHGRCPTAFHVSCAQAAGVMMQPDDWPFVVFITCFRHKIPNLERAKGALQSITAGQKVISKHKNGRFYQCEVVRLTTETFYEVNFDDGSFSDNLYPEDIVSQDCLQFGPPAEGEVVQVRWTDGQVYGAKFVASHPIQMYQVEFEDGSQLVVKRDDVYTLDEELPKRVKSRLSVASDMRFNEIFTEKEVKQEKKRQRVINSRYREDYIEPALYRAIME
PI4K2A inh – qHTS for small molecular inhibitors of PI4K2A. purified PI4K2A, ADP-Glo luminescence, 1 h; active compounds read low. activity change, negative = inhibition, % at 76.9 µM. 420,000 compounds, 0.13% hits. AID 1346378, 2018; in the data active means activity change below about -50%; inconclusive means mostly about -30% to -49%;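 further: -100% = wells without enzyme as full effect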
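ADP-Glo luminescence measured ADP generated by PI4K2A enzyme (4 ug/mL before mixing) with 1.2 mM PI substrate (pre-mix) and 300 microM ATP (pre-mix). Tris pH7.5 buffer with MgCl2, Triton X-100; 1 h reaction at ambient temperature.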
An asterisk follows results filed as active; i = inactive; ? = inconclusive; . = not tested or not shown; & = joins results of further samples; [ ] = dose if it differs, or a comment. Unless noted, the call rests on the fitted dose curve; in most records, active means well fitted curve in the direction sought with a large enough effect; inconclusive means small, poorly fitted or top-dose-only effect, or another doubt; inactive means no such curve, though single readings can be large; an effect the other way counts as inactive or inconclusive. The order is random. About 11% of those tested had a hit in this group.

SMILES	BAZ2B inh	GLS inhibitor	Pin1 inh	G9a block	ERG-DNA inh	Tb PGK inh	HP1b chromo inh	JMJD2A Tudor	PI4K2A inh
CN1CCN(C(=S)NC(=O)c2ccc(C(C)(C)C)cc2)CC1	-2%	15%	-5%	?	5%	-10%	22%	-22%	3
CCOc1ccc(NC(=O)NCc2ccc3c(c2)CCN3C(C)=O)cc1	2%	1%	0%	4%[59 µM]	0%	-3%	9%[57 µM]	-8%	-1
COc1cccc(C(=O)/C=C/Nc2cc(C)ccc2O)c1	?	35%[activator]	15%	?	-3%	15%	0%	56µM*	-7
CCCCCc1ccc(-c2cn(Cc3ccc([N+](=O)[O-])cc3)nn2)cc1	-7%[57.1 µM]	-1%	4%	-45%	-3%	i	32%	-7%	1
O=C(COc1ccccc1[N+](=O)[O-])N/N=C/c1cccs1	-1%	-1%	-1%	11%[59 µM]	4%	2%	19%	-13%	-6
CC(C)(C)OC(=O)N1Cc2ccccc2C[C@H]1C(=O)N1CCC[C@H]1C(=O)O	2%	-5%	-3%	18µM*	-11%	-3%	6%	-3%	0
CC1CCc2c(sc(NC(=O)COC(=O)c3ccc(O)cc3)c2C#N)C1 (stereo not drawn)	-32%	-21%	?	40µM*	8%	-11%	-4%	?	-2
Cc1sc(NC(=O)C2=COCCO2)c(C#N)c1C	11%	-14%	1%	11µM*	2%	-1%	?	-12%	1
COc1cccc(CNC(=O)c2cc(C)nc3ccccc23)c1	-1%	-2%	-1%	25%	-9%	4%	19%	-1%	3
O=C(NCCc1ccc(Cl)cc1)C1CCC(=O)N1C1CCCC1 (stereo not drawn)	-37%	-3%	2%	45µM*	.	-11%	21%	2%	2
Cc1onc(-c2ccccc2Cl)c1C(=O)Nc1cccc2nsnc12	22%	17%	8%	55%[activator][59 µM]	-6%	11%	50%[activator]	11%	-1
COc1cccc(CNC(=O)COC(=O)c2nn(C)c(=O)c3ccccc23)c1	.	-13%	4%	.	3%	0%	20%[57 µM]	-6%	-1
CC1C(=O)Nc2ccc(S(=O)(=O)N3CCN(c4cccc(Cl)c4)CC3)cc2NC1=O (stereo not drawn)	-2%	0%	-1%	5%	9%	0%	20%	-10%	-1
O=C(O)CCCC(=O)Nc1nc(-c2ccccc2)cs1	0%	-5%	0%	7%	-4%	-7%	18%	10%	-12
Cc1nc(-c2cccc(NC(=O)C(C)Oc3ccccc3)c2)cs1 (stereo not drawn)	0%	-4%	-5%	31%	-5%	i	37%[activator]	6%	1
CCOC(=O)[C@@H]1[C@H]2COc3ccc(Br)cc3[C@@H]2N2C(=O)N(c3ccc(C(F)(F)F)cc3)C(=O)[C@@]12C	0%	-5%	6%	-17%	5%	5%	22%	-14%	2
CCCc1ccc(C#N)c(SC2CC(=O)N(c3ccc(OC)cc3)C2=O)n1 (stereo not drawn)	-12%	0%	0%	?	12%	i	18%	-16%	1
O=C(O)C1CCCN(S(=O)(=O)c2ccccc2[N+](=O)[O-])C1 (stereo not drawn)	-4%	-3%	13%	6%	12%	i	29%	-10%	2
Cc1cnc(C(=O)NC2CC(C)(C)Cc3c2cnn3-c2ccccc2)cn1 (stereo not drawn)	2%	-2%	-10%	59%[activator]	-16%	-5%	21%	1%	0
C#CCNCCS(=O)(=O)N(Cc1ccc(Br)cc1)[C@@H](CC(C)C)C(=O)O	.	-2%	5%	.	-4%	10%	36%	-19%	4
Cc1nc(SCC(=O)NNC(=O)c2ccc(F)cc2)c2ccccc2n1	.	21%	29%	.	-1%	-3%	29%	-7%	-1
CC(Sc1nncs1)C(=O)NCC(=O)Nc1ccc(F)c(F)c1F (stereo not drawn)	-10%	-1%	-3%	-5%	9%	-7%	15%	7%	1
CCOc1ccccc1NC(=O)Nc1ccc(Cl)cc1	-4%	0%	3%	?	3%	2%	43%[activator]	-10%	-6
O=c1ccc2cc(S(=O)(=O)N3CCN(c4ccccc4)CC3)ccc2o1	-3%	7%	-4%	29%[12.7 µM]	2%	-1%	4%	-12%	5
CC(=O)NC1C(=O)Nc2c1cccc2C(F)(F)F (stereo not drawn)	6%	-1%	-4%	?	6%	i	53%[activator]	4%	-2

Quoted at random: 5 compounds from above, in no set order.
SMILES	BAZ2B inh	GLS inhibitor	Pin1 inh	G9a block	ERG-DNA inh	Tb PGK inh	HP1b chromo inh	JMJD2A Tudor	PI4K2A inh
COc1cccc(CNC(=O)COC(=O)c2nn(C)c(=O)c3ccccc23)c1	.	-13%	4%	.	3%	0%	20%[57 µM]	-6%	-1
CCOc1ccc(NC(=O)NCc2ccc3c(c2)CCN3C(C)=O)cc1	2%	1%	0%	4%[59 µM]	0%	-3%	9%[57 µM]	-8%	-1
COc1cccc(C(=O)/C=C/Nc2cc(C)ccc2O)c1	?	35%[activator]	15%	?	-3%	15%	0%	56µM*	-7
CN1CCN(C(=S)NC(=O)c2ccc(C(C)(C)C)cc2)CC1	-2%	15%	-5%	?	5%	-10%	22%	-22%	3
O=C(O)CCCC(=O)Nc1nc(-c2ccccc2)cs1	0%	-5%	0%	7%	-4%	-7%	18%	10%	-12

Further records follow:
SMILES	BAZ2B inh	GLS inhibitor	Pin1 inh	G9a block	ERG-DNA inh	Tb PGK inh	HP1b chromo inh	JMJD2A Tudor	PI4K2A inh
CCOC(=O)N1CCC(NC(=O)CC(NS(=O)(=O)c2ccc(C)cc2)c2ccco2)CC1 (stereo not drawn)	-3%	5%	2%	-5%[59 µM]	-4%	i	19%	-3%	-2
Cc1sc2nc(CSc3nnnn3-c3ccc(Cl)cc3)[nH]c(=O)c2c1C	1%	-5%	?	?	9%	i	4%	-22%	-3
Cn1c(=O)n(Cc2ccccc2)c(=O)c2c1nc1n2CCCN1CCc1ccccc1	?	-7%	1%	50µM*	1%	i	?	?	-1
CCN(CC)c1ccc2c(-c3ccc(S(=O)(=O)O)cc3S(=O)(=O)[O-])c3ccc(=[N+](CC)CC)cc-3oc2c1	7.9µM*	?	?	40µM*	i	?	45µM*	?	?
CCNc1nc(N)c(C(=O)C23CC4CC(CC(C4)C2)C3)s1	-36%	-11%	8%	?	-2%	-5%	-3%	-32%	-2
CCN(CC)C(=O)N1CCc2ccccc2C1CN1C(=O)c2ccccc2C1=O (stereo not drawn)	.	-2%	7%	.	4%	-7%	41%[activator]	5%	2
Cc1ccccc1C1(CCN2CCCCC2)CCOC(C)(C)C1 (stereo not drawn)	7%	-3%	-5%	20%[59 µM]	-11%	-8%	42%[activator]	-7%	3
CC1CCC(NC(=O)N(CCCl)N=O)CC1 (stereo not drawn)	.	15%&-6%	-2%	-17%[2.33 µM]	3%	4%	25%	-9%	-1
C=CCn1c(Br)nc2c1c(=O)n(C)c(=O)n2C	-1%	1%	0%	-1%	-9%	.	28%	9%	10
C=C(C)c1cccc(C(C)(C)NC(=O)Nc2nnc(C(C)C)s2)c1	-30%	-1%	3%	-49%	0%	-9%	26%	-23%	-5
CN(C)C(CNC(=O)c1ccc(NS(=O)(=O)c2ccc3[nH]c(=O)[nH]c3c2)cc1)c1ccccc1 (stereo not drawn)	-6%	-5%	13%	?	.	i	19%	-1%	-4
Cc1ccc(Cn2nnc3c(=O)[nH]c(C4CCCN(C(=O)Nc5ccc(F)cc5F)C4)nc32)cc1 (stereo not drawn)	-6%	0%	-3%	67%[activator][59 µM]	-7%	i	6%	?	-3
CCOc1cc2nc3c4ccccc4n(C)c3nc2cc1OCC	43%[activator]	0%	1%	-7%	3%	-7%	73%[activator]	-15%	-1
Cc1cc(F)ccc1S(=O)(=O)Nc1nc2ccccc2nc1Cl	1%	17%	-16%	?	-2%	1%	6%	-15%	4
O=C(CCCN1C(=O)c2ccccc2C1=O)NCc1cccnc1	-1%	3%	-6%	-4%[12.7 µM]	1%	-2%	17%	-12%	-2
Cc1ccc(Cn2c(CN3CCN(C(=O)c4ccco4)CC3)nc3c2c(=O)n(C)c(=O)n3C)cc1	-10%	9%	6%	50µM*	8%	14%	27%	-7%	-4
Cn1c(SCC(=O)Nc2cc([N+](=O)[O-])ccc2F)nnc1C(F)(F)F	3%	19%	-5%	-1%[59 µM]	7%	-7%	15%	-9%	1
